V1aR counter = counter-screen for oxytocin receptor agonists: human V1a receptor agonists. P37288. CHO-V1R cells, Fluo-8 calcium fluorescence, agonist mode; 0% DMSO, 100% 3 nM vasopressin. activation, % at 3 µM. 320,000 tested, 0.25% active;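 active means activation above the mean activation of all tested compounds plus 3 SD, per screening run, cut at about 20% in these data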;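 further: signal is peak over basal fluorescence ratio across a 100 second FLIPR read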
CHO parental Ca = counter-screen: ATP calcium response change in parental CHO cells. parental CHO-K1, ATP-induced calcium, Fluo-8 fluorescence. inhibition, % at 5.6 µM. 330,000 tested, 0.63% active. AID 463079;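 active means inhibition above that plate's mean sample inhibition plus 3 SD, cut at about 26% in these data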;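 further: 0% = ATP-challenged DMSO wells and 100% = DMSO wells without ATP; some compounds past the cut are filed as inactive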
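test system = CHO parental line | reagent = ATP stimulus | measured by = intracellular calcium via Fluo-8 no-wash fluorescent dye | control set = ATP and no-ATP DMSO wells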
TAAR1 agonist = agonists of human TAAR1; Q96RJ0; CHO RD-HGA16 TAAR1, Fluo-8 calcium fluorescence; vehicle wells 0%, saturating PEA agonist 100%; activation, % at 3 µM; 360,000 tested, 0.99% active; AID 624467;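 active means activation above the mean activation of all test compounds in the run plus 3 SD, cut at about 38% in these data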
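System: CHO-derived RD-HGA16 cells with stable Gα16 and human TAAR1. Times: 17-24 h plating, Fluo-8 75 min 37 °C, 30 min RT. Measured by: calcium-sensitive Fluo-8 signal, excitation 470-495, emission 515-575 nm. Read-out basis: % activation relative to PEA EC100 response. Control set: DMSO and PEA EC100. Repeats: no replicates (n 1).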
OXTR potentiate = human OXTR potentiation; activation, % at 3 µM; P30559; 320,000 tested, 0.061% active; CHO-OTR cells, Fluo-8 calcium fluorescence, potentiator mode; 0% = oxytocin EC15, 100% = EC100;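 active means activation above that plate's cutoff, the mean activation of tested compounds plus 3 SD, cut at about 6.6% in these data, passing the limit was not always enough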;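 further: 100% uses oxytocin at 75 nM as the full agonist control; some results filed as inactive read as strong as hits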
Target sequence (P30559 whole entry, looked up): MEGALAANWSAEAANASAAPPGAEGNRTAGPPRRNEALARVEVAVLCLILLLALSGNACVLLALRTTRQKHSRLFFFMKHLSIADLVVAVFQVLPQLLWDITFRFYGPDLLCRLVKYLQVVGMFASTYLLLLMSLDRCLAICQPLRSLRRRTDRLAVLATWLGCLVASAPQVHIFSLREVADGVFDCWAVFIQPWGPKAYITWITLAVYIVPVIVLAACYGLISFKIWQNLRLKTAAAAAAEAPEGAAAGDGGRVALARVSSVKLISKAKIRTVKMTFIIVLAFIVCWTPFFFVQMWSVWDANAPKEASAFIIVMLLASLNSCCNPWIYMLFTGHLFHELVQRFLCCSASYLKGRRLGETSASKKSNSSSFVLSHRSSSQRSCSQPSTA
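Assay system: CHO cell line stably expressing human OTR | Also added: Oxytocin at about EC15, sub-maximal agonist stimulus | Times: Compound 6 min at room temperature before oxytocin, 100 s read | Measured by: Fluo-8 intracellular calcium fluorescence, ex 470-495, em 515-575 nm | Controls: EC15 oxytocin alone as 0%, 75 nM oxytocin as 100%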
TAAR1 antagonist = human TAAR1 antagonism. Q96RJ0. CHO RD-HGA16 TAAR1, Fluo-8 calcium fluorescence, antagonist. inhibition, % at 3 µM. 360,000 tested, 1.5% active;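 active means inhibition above a per-plate cutoff, the mean inhibition of test compounds on that plate plus 3 SD, cut at about 49% in these data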;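 further: 0% = DMSO plus EC80 beta-PEA response and 100% = DMSO alone without agonist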
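Assay system: RD-HGA16 CHO cells with stable hTAAR1 and Gα16 / Reagent: EC80 β-phenethylamine stimulus / Doses: 3 µM, single point / Timing: dye loading 75 min at 37 °C, then 30 min room temperature / Measured by: Fluo-8 intracellular calcium dye fluorescence, real-time kinetic reads / Controls: vehicle wells and EC80 agonist wells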
CHRM1 antagonist = human CHRM1 antagonism; CHO-K1 hM1, Fluo-8 calcium fluorescence, ACh EC80 antagonist; inhibition, % at 3 µM; P11229; 360,000 tested, 1.3% active;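 active means percent inhibition above its own plate's cutoff, namely the mean of that plate's compound wells plus 3 SD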;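 further: peak over basal fluorescence ratio during 140 s after agonist addition; 0% = ACh EC80 plus DMSO and 100% = DMSO alone without agonist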
Target sequence (P11229 whole entry, looked up): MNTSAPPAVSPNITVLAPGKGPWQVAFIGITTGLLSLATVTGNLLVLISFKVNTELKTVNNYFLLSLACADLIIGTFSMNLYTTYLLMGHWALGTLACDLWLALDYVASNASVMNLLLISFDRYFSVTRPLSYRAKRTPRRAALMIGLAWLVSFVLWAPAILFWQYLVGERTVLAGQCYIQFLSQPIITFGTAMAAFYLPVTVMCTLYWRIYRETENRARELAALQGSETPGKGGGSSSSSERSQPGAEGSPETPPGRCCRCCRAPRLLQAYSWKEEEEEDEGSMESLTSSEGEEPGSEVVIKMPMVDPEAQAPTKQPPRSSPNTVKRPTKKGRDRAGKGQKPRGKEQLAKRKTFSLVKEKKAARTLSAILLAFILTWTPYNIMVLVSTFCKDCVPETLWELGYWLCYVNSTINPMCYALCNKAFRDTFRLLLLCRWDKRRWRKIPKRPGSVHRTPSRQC
M1 ag = agonists of human M1 muscarinic receptor | P11229 | CHO-K1 hM1, Fluo-8 calcium fluorescence, agonist mode; 0% DMSO, 100% acetylcholine EC100 | activation, % at 3 µM | 360,000 tested, 0.33% active | AID 588814;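 active means activation above the run's mean compound activation plus 3 SD, cut at about 16% in these data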;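 further: peak over basal fluorescence ratio within a 140 s kinetic read after compound addition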
M1 PAM = potentiates human M1 receptor response to acetylcholine | P11229 | CHO-K1 hM1, Fluo-8 calcium fluorescence, ACh EC20; 0% = ACh EC20, 100% = maximal ACh | activation, % at 3 µM | 360,000 tested, 0.088% active; in the data active means activation above about 19%, passing the limit was not always enough
OXTR agonist = agonists of human oxytocin receptor | activation, % at 3 µM | 320,000 tested, 0.32% active | CHO-OTR cells, Fluo-8 calcium fluorescence; normalized: DMSO 0%, oxytocin 100%;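 active means activation above the mean of all tested compounds plus 3 SD, cutoff set per screening run, cut at about 20% in these data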;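 further: peak over basal fluorescence ratio from a 100 s FLIPR kinetic read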
* = called active by the depositor; · = not tested or not shown; & = joins results of further samples.

1: CC(C)Oc1cc(F)ccc1-c1cc(C(=O)Nc2cccc(C(F)(F)F)c2)[nH]n1
2: O=C(N/N=C/c1cn(-c2ccccc2)nc1-c1cccnc1)c1cccnc1
3: NC(=O)c1nsc(C(=O)N(CCCN2CCOCC2)C(C(=O)NC2CCCCC2)c2ccc(Cl)cc2)c1N (stereo not drawn)
4: CC(=O)c1cc(NC(=O)c2ccc(Cl)cc2)c(=O)oc1/C=C/N(C)C
5: COc1ccc(C(CNC(=O)COc2ccccc2C)N2CCCCC2)cc1 (stereo not drawn)
6: CCc1nnc(NC(=O)CCN2C(=O)CCC2=O)s1
7: CCOC(=O)N1CCN(C(=S)NC(=O)c2ccc(F)c(F)c2)CC1
8: COc1ccc(-c2cc(NC=O)c3ncc(-c4cccc(C(F)(F)F)c4)n3c2)c(OC)c1
9: COc1ccc(-c2cn(-c3ccccc3)c3[n+]2CCS3)cc1
10: COc1cc(OC)cc(-n2nnnc2SCC(=O)NCc2ccc3c(c2)OCO3)c1
Compound	1	2	3	4	5	6	7	8	9	10
TAAR1 agonist	1.1	7.9	3.0	23.6	-3.8	0.0	-1.0	0.4	2.1&5.7	6.8
TAAR1 antagonist	55.2*	23.2	-0.1	18.7	3.4	-14.5	-18.4	11.8	6.2&-7.4	10.9
CHRM1 antagonist	35.4*	-0.4	-3.4	-0.2	1.8	-29.1	-5.9	-3.8	39.8*	-26.9
OXTR potentiate	·	-8.1	-9.4	-3.7	-0.7	3.9	-1.1	·	1.7&-7.0	7.1
M1 ag	-4.1	-2.7	-0.5	4.4	-6.7	-0.5	-0.9	-3.1	-10.3&-7.8	-7.4
OXTR agonist	·	1.9	0.2	8.5	-1.6	0.2	-0.4	·	-1.3&-0.9	-0.1
CHO parental Ca	·	-13.6	-9.7	-7.3	-21.2	-8.0	-13.0	·	-9.4&-0.6	-12.2
M1 PAM	-22.2	-0.7	2.8	2.5	4.9	8.5	4.8	3.5	-24.8&-24.1	9.2
V1aR counter	·	0.6	-0.8	4.6	-0.1	1.1	0.1	·	0.6&0.7	1.2

11: Cc1ccccc1NC(=S)NCCO
12: c1ccc(C2[C@H]3CN(Cc4cccnc4)[C@H](c4ccccc4)C34CC2(c2cccnc2)C4)cc1 (stereo partly drawn)
13: CC1CC(N(C(=O)C2CC2)c2ccccc2)c2ccccc2N1C(=O)C1CC1 (stereo not drawn)
14: Cc1ccc(C(=O)Nc2nccc(C)n2)cc1
15: CCn1c(=O)c(C(=O)Nc2ccc(C)cc2C)c(O)c2ccccc21
16: CC(/C=N/Nc1nc(C)cc(=O)[nH]1)=C\c1ccccc1
17: NC(=S)N/N=C/c1ccccc1OCCSc1ccc(Cl)cc1
18: CCOC(=O)C1CCN(C(=O)CSc2n[nH]c(=O)[nH]c2=O)CC1
19: O=C(O)c1cccc2c1-c1ccc(Cl)cc1C2
20: O=C(CSc1nnnn1-c1ccccc1F)NNC(=O)c1ccco1
Compound	11	12	13	14	15	16	17	18	19	20
TAAR1 agonist	28.3	11.7	1.3	0.3	·	2.4	-2.8	0.6	6.9	8.3
TAAR1 antagonist	-11.1	16.5	-1.3	-1.2	·	-5.1	11.5	-1.2	-4.0	8.6
CHRM1 antagonist	-6.9	39.9*	-15.1	-11.8	-21.5	-2.9	0.3	1.1	-6.4	-1.4
OXTR potentiate	0.0	-6.7	2.7	-9.6	-3.0	-2.5	-7.7	6.7	·	-3.3
M1 ag	-5.7	-10.6	-5.0	-3.7	0.4	-3.8	-0.4	-2.1	-3.6	-2.7
OXTR agonist	0.4	-1.9	-2.0	1.3	0.5	0.0	-2.2	1.0	·	0.1
CHO parental Ca	4.7	-28.6	-9.6	-10.9	1.8	-2.9	-21.0	-7.4	·	-12.0
M1 PAM	14.2	-31.2	8.6	6.3	13.5	10.6	1.9	-0.5	1.7	8.0
V1aR counter	0.3	-1.2	-1.1	0.5	0.0	0.8	-0.8	2.0	·	0.9

Random excerpt: 3 records from the list.
18: CCOC(=O)C1CCN(C(=O)CSc2n[nH]c(=O)[nH]c2=O)CC1
17: NC(=S)N/N=C/c1ccccc1OCCSc1ccc(Cl)cc1
13: CC1CC(N(C(=O)C2CC2)c2ccccc2)c2ccccc2N1C(=O)C1CC1 (stereo not drawn)
Compound	18	17	13
TAAR1 agonist	0.6	-2.8	1.3
TAAR1 antagonist	-1.2	11.5	-1.3
CHRM1 antagonist	1.1	0.3	-15.1
OXTR potentiate	6.7	-7.7	2.7
M1 ag	-2.1	-0.4	-5.0
OXTR agonist	1.0	-2.2	-2.0
CHO parental Ca	-7.4	-21.0	-9.6
M1 PAM	-0.5	1.9	8.6
V1aR counter	2.0	-0.8	-1.1

Next section.
21: C[C@H](NC(N)=O)C(=O)Nc1ccc2c(c1)OCO2
22: COc1ccc(-c2cn3ccccc3n2)cc1
23: CCn1c(=N)c(S(=O)(=O)c2ccc(Cl)cc2)cc2c(=O)n3ccccc3nc21
24: Cc1cccc2cc(CN(Cc3ccco3)C(=O)NC3CCCCC3)c(=O)[nH]c12
25: COc1ccc(OC)c(C2C(C(=O)c3ccco3)=C(O)C(=O)N2CC2CCCO2)c1 (stereo not drawn)
26: COc1ccc(C)cc1NC(=O)CN(C)S(=O)(=O)c1ccc2c(c1)n(C)c(=O)c(=O)n2C
27: COc1ccc(O[C@H]2C=C[C@@H](c3ccccc3)O[C@@H]2CO/N=C(\C)CCN2CCc3nc(-c4ccccc4)c(-c4ccccc4)cc3C2)cc1
28: O=C1/C(=C/c2ccccc2)SC(=S)N1C1CCS(=O)(=O)C1 (stereo not drawn)
29: Cc1ccc(S(=O)(=O)N2CCCCC2)cc1NC(=O)CSc1nnc(N)s1
30: FC(F)(F)c1nnc2sc(-c3cccs3)nn12
Compound	21	22	23	24	25	26	27	28	29	30
TAAR1 agonist	0.6	-0.2	·	10.1	-0.1	3.8	·	1.4	2.2	3.5
TAAR1 antagonist	5.8	9.9	·	6.6	9.4	-55.0	·	1.4	17.2	-4.3
CHRM1 antagonist	1.8	-8.6	·	-0.3	6.2	-15.2	·	-9.6	-2.4	-3.6
OXTR potentiate	1.9	-4.1	-1.8	-5.6	2.7	1.8	5.1	-1.2	-14.2	-5.9
M1 ag	-2.1	-4.8	·	-7.0	-1.1	-4.3	·	-0.9	-4.0	-5.1
OXTR agonist	0.4	-1.0	0.0	-1.9	-0.3	-1.5	-1.7	2.9	-1.5	-0.1
CHO parental Ca	0.8	-11.2	-2.7	-40.5	-3.5	-19.1	-28.8	-4.3	-14.4	-6.9
M1 PAM	5.5	8.7	·	-11.6	-0.1	11.7	·	11.9	8.0	0.4
V1aR counter	0.5	-0.6	0.8	0.2	-0.3	-0.6	0.6	1.5	0.8	-0.5

31: COc1ccc(C)cc1Nc1ncnc2c1nnn2Cc1ccccc1Cl
32: CN(C(=O)c1cccc(NC(=O)Cc2cccc(NC(=O)C3CCCN(C(=O)C4CCCC4)C3)c2)c1)C1CC1 (stereo not drawn)
33: COc1ccc(Nc2ncnc3c2oc2ccccc23)cc1
34: FC(F)(F)c1ccc(Cl)c(-n2c(-c3cc(-c4ccco4)[nH]n3)n[nH]c2=S)c1
35: O=C(NNC(=O)c1sccc1-n1cccc1)Nc1ccc(F)cc1
36: C=CCNC(=O)C(C#N)c1nc2ccccc2nc1N1CCCCCC1 (stereo not drawn)
37: CC(C)C(=O)Nc1c(-c2ccccc2Cl)c(=O)c2ccccc2n1C
38: O=C(Oc1cccnc1)c1ccc(Cl)cc1
39: CCOCC(=O)Nc1nc(-c2ccccc2)c(CC)s1
40: COc1ccccc1CN1CCNC(=O)C1CC(=O)NC1CCCCCC1 (stereo not drawn)
Compound	31	32	33	34	35	36	37	38	39	40
TAAR1 agonist	0.9	2.2	4.2	-0.3	5.2	5.3	2.2	-0.2	0.8	-0.2
TAAR1 antagonist	-13.6	-12.9	-2.9	-3.2	9.0	16.9	-13.0	-1.2	0.1	-19.2
CHRM1 antagonist	-2.4	-1.7	-12.4	-1.3	-2.8	-1.2	15.7	-3.3	-0.6	-9.5
OXTR potentiate	·	·	-8.8	-3.6	-0.5	-12.5	·	-0.9	0.8	-12.1
M1 ag	-1.8	-4.7	-4.3	-5.1	-2.8	-1.3	-3.4	-5.5	-7.0	-3.7
OXTR agonist	·	·	-2.3	-1.1	0.2	-1.6	·	-0.2	-1.8	-0.2
CHO parental Ca	·	·	-9.2	-7.7	-1.1	-11.8	·	-10.9	-20.4	-23.6
M1 PAM	0.1	-3.5	10.2	7.3	3.6	4.6	-8.2	8.2	2.1	1.6
V1aR counter	·	·	-1.4	0.3	0.1	0.3	·	0.1	-1.6	1.1

41: Cc1nc2ccc(NC(=O)c3ccc(Cl)nc3)cc2s1
42: O=C(NCCNS(=O)(=O)c1cccc(C(F)(F)F)c1)c1cc(OCC(F)(F)F)ccc1OCC(F)(F)F
43: CCN(CC)CCNC(=O)Cc1c(C(=O)O)n(CC)c2ccccc12
44: O=C(c1ccc2ccccc2c1)N1CCN(c2ccc([N+](=O)[O-])c(N3CCOCC3)c2)CC1
45: CCn1c(=O)c2cc(C(=O)N3CCN(C)CC3)sc2c2ccccc21
46: Cc1ccc(S(=O)(=O)NCC(=O)OCc2ccccc2)cc1
47: COc1cc(-c2csc(NC3CCCCC3)n2)cc(OC)c1OC
48: COc1cccc(C=C2Cc3ccccc3C2=O)c1
49: CCN1C(=O)[C@H]2[C@H]3CN=C(SCc4ccccc4)N3[C@@](CC)(C(=O)OC)[C@H]2C1=O
50: COc1cc(/C=C2/SC(=S)N(CC3CCCO3)C2=O)ccc1O (stereo not drawn)
Compound	41	42	43	44	45	46	47	48	49	50
TAAR1 agonist	1.2	8.9	-0.5	3.4	3.3	-1.5	-2.5	1.2	0.4	41.7*
TAAR1 antagonist	-6.8	7.3	-3.0	28.0	2.5	0.8	-11.4	-1.9	-24.4	42.2
CHRM1 antagonist	-3.8	7.1	-7.3	-21.6	9.1	6.8	-8.2	-2.1	-3.4	18.6
OXTR potentiate	-1.7	-8.2	-3.3	-12.0	-3.2	-6.7	-5.1	·	·	-15.6
M1 ag	-2.4	-1.7	0.1	-2.1	-11.7	-5.5	-7.2	-10.0	-4.4	14.2
OXTR agonist	0.2	1.1	0.1	0.6	-0.8	-0.6	-0.6	·	·	47.8*
CHO parental Ca	-16.1	3.0	-3.9	-14.1	-0.1	3.6	-24.0	·	-16.1	23.7
M1 PAM	0.0	-0.1	-3.6	-0.9	-9.1	3.3	10.1	-3.6	3.5	-5.3
V1aR counter	-0.4	0.8	3.7	3.8	0.4	-0.7	0.2	·	·	31.7*
